TrxR1 inh: qHTS Assay for Inhibitors of Mammalian Selenoprotein Thioredoxin Reductase 1 (TrxR1): qHTS | hit rate 1% among 390,000 | Potency, µM (highest dose often 114 µM), for inactives: at the top dose activity change, negative = inhibition, usual class: inhibitors | Thioredoxin reductase 1, cytoplasmic (Rattus norvegicus), O89049 | recombinant rTrxR1, NADPH fluorescence consumption, selenite substrate; further: potency means the concentration at half of the fitted maximal effect; on the % scale 0 is the no-effect control and ±100 the full control effect; nearly all actives have a fitted effect of over 65% in size
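Rat TrxR1 (90 nM in the dispensed reagent) was pre-reduced with 400 uM NADPH for 5 min at room temperature, then incubated with compound for 15 min. After 400 uM selenite was added, NADPH fluorescence (Ex 340/Em 450 nm) was followed for 8 min.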
TrxR1 substrate: qHTS Assay for Substrates of Mammalian Selenoprotein Thioredoxin Reductase 1 (TrxR1): qHTS. purified TrxR1 substrate turnover, NADPH consumption readout. hit rate 0.01% among 390,000. Thioredoxin reductase 1, cytoplasmic (Rattus norvegicus), O89049. Potency, µM (doses to about 114 µM), for inactives: at the top dose activity change, negative = substrate turnover; further: potency means the concentration at half of the fitted maximal effect; on the % scale 0 is the no-effect control and ±100 the full control effect; nearly all actives have a fitted effect of over 50% in size
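Rat TrxR1, dispensed at 90 nM, was prereduced with 400 uM NADPH (final) for 5 min at ~22 deg C, then incubated with compound 15 min before 400 uM selenite. A first-read NADPH fluorescence drop versus no-compound background flagged substrates.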
GLS inhibitor: qHTS for Inhibitors of Glutaminase (GLS); Glutaminase kidney isoform, mitochondrial (Homo sapiens), O94925; GLS enzymatic activity, qHTS titration; Potency, µM (titrated, usually from 45.5 µM), for inactives: top-dose activity change, negative = inhibition, actives largely listed as inhibitors; hit rate 0.21% among 410,000; further: potency means the concentration at half of the fitted maximal effect; on the % scale 0 is the no-effect control and ±100 the full control effect
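Two-point fluorescence kinetic (t0, 30 min RT) for hKGA; glutamate detected via glutamate oxidase–HRP–Amplex Red. Substrate: 1 mM L-glutamine solution; buffer 45 mM KH2PO4, pH 8.2.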
HP1b chromo inh: HTS for Inhibitors of HP1-beta Chromodomain Interactions with Methylated Histone Tails; Chromobox protein homolog 1 (Homo sapiens), P83916; AlphaScreen HP1-beta / biotin-H3K9me3 peptide binding; Potency, µM (series often up to 114 µM), inactives show at the highest dose activity change, negative = inhibition, actives largely listed as inhibitors; hit rate 0.56% among 390,000; AID 540317, 2011; further: potency means the concentration at half of the fitted maximal effect; nearly all actives have a fitted effect of over 70% in size; inactives centre near 23
Target sequence (P83916 whole entry, looked up): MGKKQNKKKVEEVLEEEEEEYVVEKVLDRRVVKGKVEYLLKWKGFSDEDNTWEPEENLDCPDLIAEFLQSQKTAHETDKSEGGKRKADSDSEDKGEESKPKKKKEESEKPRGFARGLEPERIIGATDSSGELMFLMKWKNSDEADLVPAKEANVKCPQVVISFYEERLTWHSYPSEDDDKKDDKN
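AlphaScreen: HP1-beta (50 nM) preformed 30 min with biotin-H3(1-18)K9me3 peptide (50 nM) in PBS pH 7.4, 0.01% Tween-20. Compound added for 30 min at RT, then streptavidin donor/nickel chelate acceptor beads (10 ug/mL) for 30 min.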
Pin1 inh: qHTS Assay to Find Inhibitors of Pin1; Peptidyl-prolyl cis-trans isomerase NIMA-interacting 1 (Homo sapiens), Q13526; hit rate 0.009% among 390,000; Potency, µM (top dose mostly 115 µM), for the others: top-dose activity, negative = inhibition, usual class: inhibitors; Pin1 FP peptide displacement, HiFluor488, 10 min; active means well fitted inhibition curve with a large enough effect in the polarisation, with a control signal flat, not every such curve was filed as active; inconclusive means small, poorly fitted or top-dose-only effect, or effect the other way, or a change in a side signal; inactive means no such curve, though single readings can be large or run the other way; the % refers to the polarisation; further: potency means the concentration at half of the fitted maximal effect; on the % scale 0 is the no-effect control and ±100 the full control effect
Target sequence (Q13526 whole entry, looked up): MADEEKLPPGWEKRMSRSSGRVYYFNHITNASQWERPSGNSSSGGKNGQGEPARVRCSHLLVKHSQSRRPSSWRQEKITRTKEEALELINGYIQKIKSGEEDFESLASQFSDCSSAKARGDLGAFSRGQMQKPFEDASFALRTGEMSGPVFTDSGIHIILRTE
PGK inhibitor: qHTS Assay to Find Inhibitors of Phosphoglycerate Kinase | Potency, µM (titrated, usually from 57.5 µM), for inactives: at the top dose activity change, negative = inhibition, usual class: inhibitors | Phosphoglycerate kinase, glycosomal (Trypanosoma brucei brucei), P07378 | hit rate 0.043% among 380,000 | PGK/GAPDH coupled, Kinase-Glo luminescence, 60 min; further: potency means the concentration at half of the fitted maximal effect; on the % scale 0 is the no-effect control and ±100 the full control effect; nearly all actives have a fitted effect of over 60% in size
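Luminescent ATP detection (Kinase-Glo Plus) follows a 60-minute room-temperature incubation, with wells lacking PGK as controls. Buffer: 100 mM TEA (pH 7.6), 5 mM MgCl2, 0.01% Tween-20. Coupling enzyme GAPDH (100 nM final) supplies unstable 1,3-BPG in-well.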
PI4K2A block: qHTS for small molecular inhibitors of PI4K2A; purified PI4K2A, ADP-Glo luminescence, 1 h; hits give low values; hit rate 0.13% among 420,000; Phosphatidylinositol 4-kinase type 2-alpha (Homo sapiens), Q9BTU6; activity change, negative = inhibition, % at 76.9 µM; AID 1346378, 2018; in the data active means activity change below about -50%; inconclusive means mostly about -30% to -49%;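 further: -100% = wells without enzyme as full effect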
Target sequence (Q9BTU6 whole entry, looked up): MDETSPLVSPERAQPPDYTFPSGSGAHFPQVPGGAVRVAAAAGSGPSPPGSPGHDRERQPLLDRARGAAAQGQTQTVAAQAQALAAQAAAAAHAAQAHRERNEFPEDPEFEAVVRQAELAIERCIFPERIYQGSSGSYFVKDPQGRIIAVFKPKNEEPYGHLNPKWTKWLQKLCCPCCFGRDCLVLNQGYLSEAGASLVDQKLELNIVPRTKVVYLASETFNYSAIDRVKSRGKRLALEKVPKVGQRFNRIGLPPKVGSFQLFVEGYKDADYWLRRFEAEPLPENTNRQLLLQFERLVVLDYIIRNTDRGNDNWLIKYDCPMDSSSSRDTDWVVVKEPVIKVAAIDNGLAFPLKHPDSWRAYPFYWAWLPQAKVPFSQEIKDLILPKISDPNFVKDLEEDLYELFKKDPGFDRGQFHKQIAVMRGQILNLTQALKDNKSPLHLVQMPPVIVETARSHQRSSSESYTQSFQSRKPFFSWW
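PI4K2A activity was measured by ADP-Glo luminescence: enzyme (4 ug/mL stock) and phosphatidylinositol (1.2 mM stock) in Tris pH 7.5/MgCl2/EGTA/Triton X-100 buffer were reacted with ATP (300 microM stock) for one hour at ambient temperature.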
mIDH1 inhibitor: qHTS for Inhibitors of mutant isocitrate dehydrogenase 1 (IDH1): qHTS; Isocitrate dehydrogenase [NADP] cytoplasmic (Homo sapiens), O75874; IDH1-R132H enzyme, NADPH consumption, diaphorase/resazurin fluorescence; Potency, µM (top dose mostly 76.6 µM), for the others: at the top dose activity change, negative = inhibition, actives largely listed as inhibitors; hit rate 0.093% among 390,000; AID 602179, 2012; further: potency means the concentration at half of the fitted maximal effect; on the % scale 0 is the no-effect control and ±100 the full control effect; nearly all actives have a fitted effect of over 65% in size
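IDH1-R132H (0.5 ug/mL dispensed) in pH 7.5 Tris buffer was preincubated 30 min with compound, then given a substrate mix of 0.016 mM NADPH and 2 mM alpha-KG for 80 min at room temperature; remaining NADPH was read by diaphorase/resazurin fluorescence.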
USP1 inh: Inhibitors of USP1/UAF1: Primary Screen | Ubiquitin carboxyl-terminal hydrolase 1 (Homo sapiens), O94782 | recombinant USP1/UAF1, Ub-Rhodamine cleavage fluorescence | Potency, µM (series often up to 57.1 µM), without a hit: at the top dose activity change, negative = inhibition, most hits filed as inhibitors | hit rate 0.23% among 390,000 | AID 743255, 2014; further: potency means the concentration at half of the fitted maximal effect; on the % scale 0 is the no-effect control and ±100 the full control effect; nearly all actives have a fitted effect of over 60% in size; inactives centre near -12
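USP1/UAF1 complex (1 nM) preincubated 15 min at room temperature with compound, then Ub-Rho substrate (150 nM final) added. Kinetic fluorescence at 480/540 nm over 6 reads at 60 s intervals; 50 mM HEPES pH 7.8, 0.5 mM EDTA, 0.1 mg/ml BSA, 1 mM TCEP, 0.01% Tween-20.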
Starred values were filed as active, the others as inactive; i = inactive; ? = inconclusive; · = not tested or not shown; [ ] = another dose, or the depositor's remark. Unless noted, the call rests on the fitted dose curve; in most records, active means well fitted curve in the direction sought with a large enough effect; inconclusive means small, poorly fitted or top-dose-only effect, or another doubt; inactive means no such curve, though single readings can be large; an effect the other way counts as inactive or inconclusive. This is a subset; rates above refer to the full screens.

| nr | molecule | TrxR1 inh | TrxR1 substrate | GLS inhibitor | HP1b chromo inh | Pin1 inh |
| --- | --- | --- | --- | --- | --- | --- |
| 1 | CCC(C)(C)NC(=O)CN(C(=O)c1csnn1)c1cccc2c1CCCC2 | 3% | -3% | 17% | 43%[activator] | -3% |
| 2 | COC(=O)c1ccccc1NC(=O)C1CCN(C(=O)N2CCOc3ccccc32)CC1 | 11%[57.1 µM] | -7%[57.1 µM] | 0% | 32% | 1% |
| 3 | COc1cc(NS(=O)(=O)N2CCCC2)cc(OC)c1OC | 21% | 5% | 41%[activator] | -1% | -6% |
| 4 | O=C(Nc1ccc(Br)cc1)c1ccco1 | 28% | 6% | 9% | 8% | -1% |
| 5 | CC(C)(C)NC(=O)c1ccc(NC(=O)C2COc3ccccc3O2)cc1 (centres undefined) | 15% | 6% | 7% | 20% | -10% |
| 6 | O=Cc1ccsc1B(O)O | 8% | 7% | · | 19% | -10% |
| 7 | N#CCCN(C(=S)NC(=O)C1CCCCC1)c1ccccc1F | 16% | -2% | -4% | 25% | 0% |
| 8 | O=C(COC(=O)c1ccc2c(c1)OCCO2)Nc1cccc(S(=O)(=O)N2CCOCC2)c1 | 1% | -5%[57.1 µM] | -5% | 20% | -4% |
| 9 | CCCC1NC(=O)c2cccnc2-n2c1nc1ccc(Cl)cc1c2=O (centres undefined) | · | · | 0% | · | · |
| 10 | Cc1cccc(C)c1NC(=O)Nc1ccccc1-n1ccnc1 | 15% | 6% | 4% | 34% | -2% |
| 11 | NC(=O)c1ccc(=O)n(Cc2ccc(F)c(F)c2)c1 | 25% | 1% | -4% | 4% | 0% |
| 12 | O=S(=O)(NC1CC1)c1ccc(S(=O)(=O)N2CCCc3ccccc32)cc1 | 19% | 4% | -6% | 12% | 2% |
| 13 | CCOP(=O)(O)c1ccccc1OCCCCCOc1ccccc1P(=O)(O)OCC | 10%[57.1 µM] | 1%[57.1 µM] | 0% | 28% | -18% |
| 14 | O=C(Nc1ccccc1-c1nnn(CC(=O)N2CCCc3ccccc32)n1)c1cccc(Cl)c1 | 26% | 22% | -2% | 37%[activator] | 1% |
| 15 | CCOC(=O)c1ccc(N(C(=O)c2ccco2)C(C(=O)NC2CCCC2)c2ccncc2)cc1 (centres undefined) | 19%[57.1 µM] | -8% | -18% | 16% | 0% |

| nr | PGK inhibitor | PI4K2A block | mIDH1 inhibitor | USP1 inh |
| --- | --- | --- | --- | --- |
| 1 | 4% | -1 | 3% | -9% |
| 2 | i | -3 | 9% | -17% |
| 3 | -9% | 3 | 3% | -8% |
| 4 | -11% | -4 | 3% | -8% |
| 5 | 3% | 7 | 2% | -19% |
| 6 | · | · | · | · |
| 7 | i | 1 | -10% | -3% |
| 8 | -1% | 3 | -13% | -7% |
| 9 | -7% | -3 | 14% | ? |
| 10 | -6% | -22 | -3% | -9% |
| 11 | -10% | -2 | -14% | -9% |
| 12 | -7% | -3 | 8% | ? |
| 13 | i | 10 | 5% | 3% |
| 14 | 3% | 3 | 0% | -15% |
| 15 | 0% | -1 | -2% | -2% |

Grouped by structure: the compounds so far containing a Cl atom.
| nr | molecule | TrxR1 inh | TrxR1 substrate | GLS inhibitor | HP1b chromo inh | Pin1 inh |
| --- | --- | --- | --- | --- | --- | --- |
| 9 | CCCC1NC(=O)c2cccnc2-n2c1nc1ccc(Cl)cc1c2=O (centres undefined) | · | · | 0% | · | · |
| 14 | O=C(Nc1ccccc1-c1nnn(CC(=O)N2CCCc3ccccc32)n1)c1cccc(Cl)c1 | 26% | 22% | -2% | 37%[activator] | 1% |

| nr | PGK inhibitor | PI4K2A block | mIDH1 inhibitor | USP1 inh |
| --- | --- | --- | --- | --- |
| 9 | -7% | -3 | 14% | ? |
| 14 | 3% | 3 | 0% | -15% |

(further entries)
| nr | molecule | TrxR1 inh | TrxR1 substrate | GLS inhibitor | HP1b chromo inh | Pin1 inh |
| --- | --- | --- | --- | --- | --- | --- |
| 16 | COc1ccc(C)cc1NC(=O)Cn1c(=O)oc2cc(S(=O)(=O)N3CCCCC3)ccc21 | 12% | -1% | 4% | 28% | 8% |
| 17 | CCOC(=O)C1(CC2CCCCO2)CCN(Cc2cccnc2)CC1 (centres undefined) | 22%[57.1 µM] | 8%[57.1 µM] | 0% | 3% | 2% |
| 18 | c1ccc2nc3c(ccc4ccccc43)cc2c1 | 45%[57.1 µM] | 30% | -6% | 150%[activator] | -9% |
| 19 | O=C(Cc1ccc(Cl)cc1)Nc1ccc(S(=O)(=O)N2CCOCC2)cc1 | 14%[57.1 µM] | 5%[57.1 µM] | -10% | 1% | -1% |
| 20 | Cc1ccc([C@H]2C[C@H](O)[C@@H](n3cc(C4CC4)nn3)CN2C(=O)C2CCCCC2)cc1 | · | · | -8% | · | · |

| nr | PGK inhibitor | PI4K2A block | mIDH1 inhibitor | USP1 inh |
| --- | --- | --- | --- | --- |
| 16 | 11% | 0 | -9% | -9% |
| 17 | 1% | -3 | -3% | ? |
| 18 | -7% | 3 | -1% | -6% |
| 19 | 3% | -1 | -3% | -21% |
| 20 | -2% | 2 | 5% | -26% |

Reprinted at random: 6 records from the list.
| nr | molecule | TrxR1 inh | TrxR1 substrate | GLS inhibitor | HP1b chromo inh | Pin1 inh |
| --- | --- | --- | --- | --- | --- | --- |
| 3 | COc1cc(NS(=O)(=O)N2CCCC2)cc(OC)c1OC | 21% | 5% | 41%[activator] | -1% | -6% |
| 11 | NC(=O)c1ccc(=O)n(Cc2ccc(F)c(F)c2)c1 | 25% | 1% | -4% | 4% | 0% |
| 13 | CCOP(=O)(O)c1ccccc1OCCCCCOc1ccccc1P(=O)(O)OCC | 10%[57.1 µM] | 1%[57.1 µM] | 0% | 28% | -18% |
| 15 | CCOC(=O)c1ccc(N(C(=O)c2ccco2)C(C(=O)NC2CCCC2)c2ccncc2)cc1 (centres undefined) | 19%[57.1 µM] | -8% | -18% | 16% | 0% |
| 1 | CCC(C)(C)NC(=O)CN(C(=O)c1csnn1)c1cccc2c1CCCC2 | 3% | -3% | 17% | 43%[activator] | -3% |
| 2 | COC(=O)c1ccccc1NC(=O)C1CCN(C(=O)N2CCOc3ccccc32)CC1 | 11%[57.1 µM] | -7%[57.1 µM] | 0% | 32% | 1% |

| nr | PGK inhibitor | PI4K2A block | mIDH1 inhibitor | USP1 inh |
| --- | --- | --- | --- | --- |
| 3 | -9% | 3 | 3% | -8% |
| 11 | -10% | -2 | -14% | -9% |
| 13 | i | 10 | 5% | 3% |
| 15 | 0% | -1 | -2% | -2% |
| 1 | 4% | -1 | 3% | -9% |
| 2 | i | -3 | 9% | -17% |

Screens deposited in PubChem by National Center for Advancing Translational Sciences (NCATS).
